# UBC13 inh = UBC13 polyubiquitin chain formation inhibitors, primary screen, biochemical, TR-FRET, uHTS; Ubiquitin-conjugating enzyme E2 N (Homo sapiens), P61088; inhibition, % at 20 µM; hit rate 0.47% among 330,000; AID 485273, 2010; in the data active means inhibition above about 45%, passing the limit was not always enough; inconclusive means no clear call, values can overlap the other calls
# Target sequence (P61088 whole entry, looked up): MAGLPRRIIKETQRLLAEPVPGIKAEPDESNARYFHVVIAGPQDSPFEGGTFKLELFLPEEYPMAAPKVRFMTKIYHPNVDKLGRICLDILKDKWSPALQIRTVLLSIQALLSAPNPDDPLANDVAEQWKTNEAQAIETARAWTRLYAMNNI
# ATG4B inhibitor = ATG4B protease inhibitors, primary screen, biochemical, fluorescence, uHTS; Cysteine protease ATG4B (Homo sapiens), Q9Y4P1; ATG4B cleavage of LC3-PLA2, NBD-HPC fluorescence, 1 h; inhibition, % at 8.33 µM; hit rate 0.51% among 340,000; in the data active means inhibition above about 40%
# APJ antagonist = antagonists of human apelin receptor APJ, primary screen, CHO-K1 cells, beta-arrestin complementation, luminescence. hit rate 0.32% among 330,000. inhibition, % at 20 µM. AID 2521, 2010;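 active means inhibition above about 40% at 20 µM, limit read from the data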;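 further: cells challenged with 10 nM apelin-13 agonist together with compound; plate controls were apelin-13 plus DMSO wells for no effect and DMSO wells lacking apelin-13 for full effect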
# Target sequence (P35414 whole entry, looked up): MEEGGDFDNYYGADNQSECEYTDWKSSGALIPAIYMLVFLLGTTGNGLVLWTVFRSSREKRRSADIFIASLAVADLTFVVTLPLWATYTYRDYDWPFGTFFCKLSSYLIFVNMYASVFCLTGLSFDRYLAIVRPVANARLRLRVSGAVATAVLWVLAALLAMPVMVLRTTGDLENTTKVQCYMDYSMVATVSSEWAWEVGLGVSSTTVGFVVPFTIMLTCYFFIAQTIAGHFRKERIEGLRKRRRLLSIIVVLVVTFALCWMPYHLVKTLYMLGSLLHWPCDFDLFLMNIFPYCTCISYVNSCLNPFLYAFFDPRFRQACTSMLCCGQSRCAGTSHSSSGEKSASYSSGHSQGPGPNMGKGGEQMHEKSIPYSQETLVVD
# CCR6 antagonist = CCR6 receptor antagonists, primary screen, cell-based, CHO-K1, luminescence, beta-arrestin, uHTS | C-C chemokine receptor type 6 (Homo sapiens), P51684 | inhibition, % at 20 µM | hit rate 0.49% among 340,000 | CHO-K1 CCR6 PathHunter beta-arrestin, CCL20-stimulated;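 active means compounds whose inhibition of the agonist-driven luminescence signal at 20 µM reaches about 50%, limit read from the data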;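 further: cells stimulated with CCL20 at 14 nM final; plate controls were DMSO with CCL20 for no effect and DMSO without agonist for full effect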
# Target sequence (P51684 whole entry, looked up): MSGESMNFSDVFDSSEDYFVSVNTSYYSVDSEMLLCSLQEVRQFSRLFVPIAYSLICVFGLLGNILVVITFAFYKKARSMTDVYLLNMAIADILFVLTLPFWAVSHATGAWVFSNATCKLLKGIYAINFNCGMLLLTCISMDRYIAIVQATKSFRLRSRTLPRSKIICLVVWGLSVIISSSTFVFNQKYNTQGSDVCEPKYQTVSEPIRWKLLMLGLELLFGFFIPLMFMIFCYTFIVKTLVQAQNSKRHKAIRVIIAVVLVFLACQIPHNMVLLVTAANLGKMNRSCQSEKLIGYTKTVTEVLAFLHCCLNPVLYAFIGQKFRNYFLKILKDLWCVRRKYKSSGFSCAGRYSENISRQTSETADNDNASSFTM
# CXCR6 block = CXCR6 receptor inhibitors, primary screen, cell-based, beta-arrestin, luminescence, CHO-K1 PathHunter, 1536-well. hit rate 0.36% among 360,000. inhibition, % at 20 µM. AID 602244, 2012. C-X-C chemokine receptor type 6 (Homo sapiens), O00574; in the data active means inhibition above about 34%, passing the limit was not always enough;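 further: antagonist mode with CXCL16 agonist at 10 nM final; 0% = 10 nM CXCL16 with DMSO and 100% = unstimulated wells without agonist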
# Gli-Sufu antag = Gli-Sufu pathway antagonists, primary screen, luciferase luminescence, Sufu-KO-LIGHT cells, uHTS; Sufu-KO-LIGHT fibroblasts, Gli luciferase reporter luminescence; inhibition, % at 5 µM; hit rate 0.74% among 340,000;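 active means inhibition above about 55%, limit read from the data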;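 further: 0% = DMSO-treated cells and 100% = wells with medium but no cells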
# EBI2 antag = EBI2 receptor antagonists, beta-arrestin recruitment, primary screen, cell-based, luminescence, 7a,25-OHC stimulation, uHTS; AID 651636, 2012; 7a,25-OHC stimulated; G-protein coupled receptor 183 (Homo sapiens), P32249; hit rate 0.81% among 360,000; inhibition, % at 5 µM; in the data active means inhibition above about 38%;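 further: enzyme fragment complementation signal reports receptor beta-arrestin coupling in cells; 0% = agonist plus DMSO wells and 100% = wells without agonist; some results beyond the cut were filed as inactive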
# APJ ag = agonists of human apelin receptor APJ, primary screen, CHO-K1 cells, PathHunter beta-arrestin, luminescence | 0% DMSO wells, 100% apelin | activation, % at 20 µM | hit rate 0.11% among 330,000 | AID 2520, 2010;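 active means activation more than six SD over the plate average, tested at 20 µM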;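 further: 0% = DMSO alone and 100% = apelin-13 at 10 nM; some results filed as inactive read as strong as hits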
#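 Assay system: CHO-K1 cells stably expressing ProLink-tagged human APJ and arrestin–beta-gal acceptor. Compound dosing: 20 µM single point, 1% DMSO. Times: 16-18 h seeding, 90 min dark compound exposure, 60 min detection. Detection: beta-gal luminescence. Evaluation: APJ–arrestin association signal. Controls: negative DMSO alone, positive Apelin-13 at 10 nM.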
# An asterisk follows results filed as active; ? = inconclusive; · = not tested or not shown.
SMILES,UBC13 inh,ATG4B inhibitor,APJ antagonist,CCR6 antagonist,CXCR6 block,Gli-Sufu antag,EBI2 antag,APJ ag
Cc1ccc(-c2nnc(SCC(=O)CC(=O)Nc3ccccc3)n2-c2ccccc2)cc1,2,-8,-1,-4,-2,10,19,-2
COc1ccc(N/C(=N\c2nc(C)cc(C)n2)NC(=O)C(C)C)cc1OC,6,-12,5,5,2,1,5,-5
CCOC(=O)C1=C(C)NC(=S)N(C(C)=O)C1c1ccc(OC)c(OC)c1 (centres undefined),-4,-6,8,-1,8,6,-1,-4
O=C(Cc1ccccc1)NCc1nc2ccccc2[nH]1,?,3,-11,-4,6,-20,-2,0
Cc1cc(C)c(NC(=S)NC(NC(=O)c2ccccc2)C(Cl)(Cl)Cl)c(C)c1 (centres undefined),-4,-9,3,3,2,-3,6,1
N#CC(C#N)=C(Nc1ccc(F)cc1)SCc1cccc(Br)c1,·,24,·,11,-9,64*,-17,·
CC(=O)Nc1ccc(NC(=O)CSc2nnc(-c3ccc4c(c3)OCO4)o2)cc1,-10,-5,-1,5,4,-10,-17,-3
Cc1onc(-c2ccccc2)c1-c1csc(N/N=C/c2ccccc2)n1,-14,-11,9,3,1,1,-7,-3
COc1ccc(Cn2c(=O)[nH]c3cc(C(=O)N4CCN(Cc5ccccc5)CC4)ccc3c2=O)cc1,7,-24,-6,-9,1,7,3,5
O=C(Oc1c(-c2ccco2)oc2ccccc2c1=O)c1cccnc1,-5,5,8,12,-3,·,-4,-1
COc1ccc(-c2cc(C(=O)N3CCOCC3)no2)cc1,3,2,-8,10,2,-22,3,-2
Cc1ccc(SC[C@H](Cc2ccccc2)N2CCN(C)CCC2=O)cc1,16,-7,-1,10,-3,21,-1,3
Cc1csc(-c2cnn(-c3ccccc3)c2NC(=O)c2ccccc2)n1,0,-1,3,15,0,8,1,-7
O=C(Nc1cccc(C(=O)O)c1)/C(=C\c1ccccc1Cl)NC(=O)c1ccco1,-1,-11,-3,13,-2,-27,-23,-2
c1ccn2cc(-c3ccc4c(c3)OCO4)cc2c1,12,-6,-19,13,0,-43,-7,1
O=C(Cn1cnc2sc3c(c2c1=O)CCCC3)NCC(=O)Nc1ccc(F)cc1F,-3,-5,7,15,2,-14,6,-1
CN(C)S(=O)(=O)c1cccc(NC(=S)N/N=C/C(=O)c2ccccc2)c1,-4,-10,41*,34,20,-1,7,-2
CCCCOc1ccc(-c2c(C(=O)Nc3ccccc3)c(C)[nH]c(=S)c2C#N)cc1,?,3,-1,5,-7,20,4,-1
CC1CC2=C(NC(=S)NC2c2ccccc2F)/C(=C/c2ccccc2F)C1 (centres undefined),-5,0,21,15,6,0,7,-5
C/C(=C\C(=O)Nc1nccs1)c1ccccc1,-2,6,17,7,2,-73,5,-4
Cc1cc(=O)oc2cc(OC(C)C(=O)NCC3CCC(C(=O)O)CC3)ccc12 (centres undefined),-5,3,-29,1,-1,-1,-1,-2
CC1CN(S(=O)(=O)c2ccc(NC(=O)c3cc(-c4ccccc4O)n[nH]3)cc2)CC(C)O1 (centres undefined),3,-16,-6,-1,-7,39,6,11
C/C(=N\Nc1ccc(Cl)c(C(=O)O)c1)c1ccc2c(c1)OCO2,6,-3,-3,3,-7,-13,1,-4
COc1cccc(-c2ccc(C#N)c(SCC(=O)NCc3ccco3)n2)c1,1,0,-26,9,-4,10,15,-2
CC(C)(C)n1nnnc1CN1CCN(C2CCCC2)CC1,-3,-4,5,-17,0,2,-3,0
CC(C)(C)OC(=O)N1CCC(CC2CC(c3ccccc3)=NO2)(C(=O)O)CC1 (centres undefined),-10,-2,13,2,0,-3,-8,-3
CN(C(=O)/C=C/c1ccc2c(c1)OCO2)c1ccccc1,-13,-2,12,7,2,-29,4,1
Cc1ccc(N2CC(C(=O)NCCS(=O)(=O)N3CCN(c4ccccc4F)CC3)CC2=O)cc1 (centres undefined),0,-2,17,0,1,-15,-7,-3
CCN(CC(=O)Nc1c(F)cccc1F)C(=O)CCNC(=O)c1ccco1,3,-2,-4,-1,-16,-3,9,4
Cc1cc(C)c(C)c(S(=O)(=O)N(C)C2CCN(C)CC2)c1C,9,9,7,8,3,-4,-4,-2
Cc1cccc(NC(=O)C2CCN(S(=O)(=O)c3c(C)nn(C)c3C)CC2)n1,0,0,5,4,-1,21,-7,-1
Cc1ccc2[nH]c3c(c2c1)CN(C(=O)CN1CCN(Cc2ccc4c(c2)OCO4)CC1)CC3,3,-12,-24,-6,-8,10,-17,1
O=c1[nH]c2cc3c(cc2cc1CN(CCCO)Cc1nnnn1Cc1ccc(F)cc1)OCO3,-14,-6,-16,2,11,2,3,-1
COc1ccccc1C(=O)NCC(=O)N/N=C/c1cc(Br)ccc1OC(=O)/C=C\c1ccco1,1,3,19,16,7,1,16,-4
O=C(O)c1ccc(NS(=O)(=O)c2cccc(C(=O)Nc3cccc(C(=O)O)c3)c2)cc1,0,4,1,0,3,0,-5,-3
CS(=O)(=O)N(CC(=O)N1CCN(Cc2ccccc2)CC1)C1CCCCC1,6,-3,2,0,-1,2,-5,-1
O=C(c1cn(-c2ccccc2)nc1-c1ccccc1)N1CCOCC1,-14,-11,-11,-7,5,2,-3,7
CCn1c(SCC(=O)Nc2nonc2C)nnc1-c1ccoc1C,-5,6,5,2,-2,-3,-5,-5
COCCn1c(Cc2ccccc2)nnc1SCc1ccc([N+](=O)[O-])cc1,-16,5,11,5,12,-15,-1,-3
O=C(c1ccccc1[N+](=O)[O-])n1cnc2ccccc21,3,-10,-13,2,-29,-1,-13,1
O=C(OCC(=O)N1CCOCC1)c1ccccc1SCC(=O)N1CCCC1,-8,6,4,-12,3,3,0,4
COC(=O)N/N=C/c1cc(N=Nc2ccccc2)ccc1O,-85,0,-17,39,29,-26,-11,1
O=C(O)c1cccc(Nc2ccc3nonc3c2[N+](=O)[O-])c1,-9,-9,2,-3,-4,4,-7,2
CC1=NNC(=O)C1CCC(=O)N/N=C(\C)c1ccccc1 (centres undefined),-2,-7,-15,5,4,-4,-12,-3
Cc1ccc(N(CC(=O)N/N=C/c2ccc(OC3CSC3)cc2)S(=O)(=O)c2ccccc2)c(C)c1,-18,-10,-13,2,10,-8,17,-1
CCOc1ccc(N2C(=O)CC(SCc3nc4ccccc4[nH]3)C2=O)cc1 (centres undefined),-3,11,16,8,-12,-4,-14,-2
COc1ccccc1NC(=S)NC1CCCCC1,1,-1,5,10,8,-5,-9,-3
O=C(CCSc1nccn1Cc1ccccc1)N1CCOCC1,10,6,1,-24,-16,-5,8,-3
Cc1cc(Nc2cccc([N+](=O)[O-])c2)c2ccccc2n1,-10,-7,14,16,-4,33,1,-2
COC(=O)/C=C/c1c(C)nc(NCc2ccccc2)nc1Cl,-2,19,3,9,-11,25,7,1

# (list continues)
SMILES,UBC13 inh,ATG4B inhibitor,APJ antagonist,CCR6 antagonist,CXCR6 block,Gli-Sufu antag,EBI2 antag,APJ ag
COC(=O)Cc1nc2c(N)nc(N)nc2[nH]c1=O,·,0,·,2,6,5,-6,·
CC1CCN(c2nc(N3CCCCC3)nc(N3CCCCC3)n2)CC1,10,-12,17,18,-8,-15,5,-4
CCCOc1cccc(-c2cc(C(=O)NN)c3ccccc3n2)c1,0,-9,-46,-3,-14,-7,-10,6
O=C(O)CCC(=O)Nc1ccc(Br)cc1C(=O)c1ccccc1,-1,-1,-4,10,-4,-2,2,-1
CCC(=O)NC(c1ccccc1)c1c(O)ccc2ccccc12 (centres undefined),14,-12,11,4,4,16,-3,-4
Cc1ccc(/C=C/C(=O)CCC(=O)O)cc1,6,-5,-7,5,-1,8,8,-2
COc1ccc(NC(=O)CSc2nc3ncccc3[nH]2)cc1OC,-6,-2,3,-32,2,-3,8,-2
O=C1C2Sc3[nH]c(=O)sc3C(c3ccccc3)C2C(=O)N1c1ccccc1 (centres undefined),-7,-7,-4,-2,7,8,2,-1
O=C(CSc1c2c(nc3cc(Cl)ccc13)CCCC2)NCc1ccco1,6,9,1,22,2,6,4,-5
C=CCN1C=C(C(=O)c2ccccc2)C(=O)CC1,·,8,·,-6,-6,-3,-5,·
O=C(O)COc1ccccc1Cc1ccccc1,-10,3,24,-6,-3,-2,3,-2
Cc1cccc(NC(=S)NC(=O)c2cc(-c3ccccc3)nc3ccccc23)c1,-4,6,30,49,34,2,14,-18
CCn1c(SCC(=O)Nc2nnc(C)s2)nnc1C(C)NC(=O)c1ccccc1F (centres undefined),-4,-6,21,3,-4,-8,0,0
CC1CN(c2cc(=O)n(-c3ccccc3)c(=O)[nH]2)CC(C)O1 (centres undefined),4,1,2,0,2,7,-3,-1
COC(=O)C(NC(C)=O)(Nc1ccc(Br)cc1)C(=O)OC,1,-22,6,2,-4,-1,-5,1
O=C(COC(=O)c1ccc(S(=O)(=O)NCc2ccco2)cc1)Nc1ncc(Cl)cc1Cl,5,5,10,3,-2,-2,-7,2
CCOc1ccc(C(=O)O/N=C(\N)c2ccccn2)cc1,2,0,-16,-13,-6,21,1,0
COc1cc(NC(=O)CCc2nnc3ccc(N4CCC(C)CC4)nn23)cc(OC)c1,?,5,2,-10,2,-1,12,-1
CCC12CN3CC(CC)(CN(C1)C3c1ccc(OC(C)C)cc1)C2=O (centres undefined),0,-3,1,9,4,1,0,4
Cc1ccccc1OCC(=O)Nc1cccc(Cl)c1C,-13,5,4,-10,-6,-8,10,-3
O=C(CCC(=O)N1CCN(c2ccccc2)CC1)Nc1nnc(C2CCCCC2)s1,1,17,2,-3,5,4,1,3
COc1ccc(-c2nn(-c3ccccc3)cc2CNCc2cccnc2)c(F)c1,21,4,-2,5,-4,8,11,4
CCOC(=O)C1=NN(c2ccc(F)cc2)C2=NC(C)=C(C(=O)OC)C(c3cccs3)N12 (centres undefined),-4,3,6,22,13,2,17,-2
COc1cccc(NC(=O)CNC(=O)c2ccccc2)c1,4,-2,-2,-11,6,-1,0,-3
COc1ccc(-n2ccnc2SCC(=O)NC2CCCC2)cc1,-3,-8,-7,4,7,3,3,-4
COc1ccc(-c2nc3n(c(=O)c2C#N)CCS3)cc1,-4,-5,-13,-2,-2,56*,-11,-3
Fc1cccc(Nc2ncnc3sc4c(c23)CCC4)c1,-3,8,18,3,8,1,-18,-1
c1ccc(-c2noc(CSc3nnnn3-c3ccccc3)n2)cc1,0,-6,-71,17,-2,-4,2,-1
CN1CCN(c2ccc(Nc3ccnc4cc(Cl)ccc34)cc2)CC1,20,2,18,19,-1,39,20,0
CCCC(=NCc1ccccc1)C1=C(O)C(C(=O)OC)C(C)(C)CC1=O (centres undefined),4,-20,-10,4,5,2,6,-2

# Assay outcomes: PubChem BioAssay, Sanford-Burnham Center for Chemical Genomics
